High-throughput results from PubChem BioAssay.
GPT2 inhibitor – GPT2 alanine aminotransferase inhibition; Q8TD30; Recombinant GPT2, coupled pyruvate oxidase/HRP Amplex Red fluorescence; Potency, µM (highest dose often 57.7 µM), inactives show at the highest dose activity change, negative = inhibition, usual class: inhibitors; 100,000 compounds, 0.25% hits; further: potency means the concentration at half of the fitted maximal effect; nearly all actives have a fitted effect of over 60% in size; many of its hits are not listed in these tables
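Fluorescence of coupled pyruvate oxidase/HRP/Amplex Red system (50uM Amplex, 30 min, dark) reports pyruvate formed by GPT2. Enzyme reaction: 10ng/uL GPT2, 2mM L-alanine, 250uM a-KG, 30 min room temperature, pH 7.5; 50uM AOA control.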
IP6K1 inh – blocks human inositol hexakisphosphate kinase 1; activity change, % (series mostly up to about 58 µM); Q92551; 140,000 compounds, 0.81% hits; IP6K1 kinase, ADP-Glo luminescence, 2 h; hits give low values; in the data active means activity change below about -25%
Target sequence (Q92551 whole entry, looked up): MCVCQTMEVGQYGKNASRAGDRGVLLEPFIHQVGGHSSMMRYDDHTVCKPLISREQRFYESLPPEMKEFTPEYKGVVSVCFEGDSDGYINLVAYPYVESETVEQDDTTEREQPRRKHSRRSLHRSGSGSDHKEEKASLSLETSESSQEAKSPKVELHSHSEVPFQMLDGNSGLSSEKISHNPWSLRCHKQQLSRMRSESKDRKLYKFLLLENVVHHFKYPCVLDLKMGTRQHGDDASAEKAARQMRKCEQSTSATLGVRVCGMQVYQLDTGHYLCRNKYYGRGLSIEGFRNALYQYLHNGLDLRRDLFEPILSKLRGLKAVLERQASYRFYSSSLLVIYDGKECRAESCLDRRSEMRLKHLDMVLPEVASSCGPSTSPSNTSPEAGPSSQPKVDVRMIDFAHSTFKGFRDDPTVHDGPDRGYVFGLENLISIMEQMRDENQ
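ADP-Glo luminescence measures ADP made by human IP6K1 during a 2 h RT reaction with ATP/IP6 (mix at 1.3 mM/130 uM); top library doses 57.5 and 19.1 uM final.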
SNCA expr inh – reduces expression of the alpha-synuclein gene | 140,000 compounds, 0.17% hits | Potency, µM (top dose mostly 57.2 µM), inactives show top-dose activity change, negative = inhibition, actives largely listed as inhibitors | AID 1671194 | HEK-293 SNCA-luciferase knock-in, luminescence, 24 h;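 further: potency means the concentration at half of the fitted maximal effect; plate controls were DMSO cells for no effect and cell-free wells for full effect; nearly all actives have a fitted effect of over 45% in size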
3T3 cytotox – cytotoxic compounds in NIH 3T3 cells | 94,000 compounds, 4.3% hits | AID 1345082 | NIH 3T3 viability, CellTiter-Glo ATP luminescence, 48-72 h | Potency, µM (top dose mostly 96.7 µM), for inactives: top-dose activity change, negative = cytotoxicity, most hits filed as inhibitors; further: potency means the concentration at half of the fitted maximal effect; nearly all actives have a fitted effect of over 55% in size
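ATP-dependent luminescence (CellTiter-Glo) served as the viability signal for NIH 3T3 cells treated with compound for 48 or 72 hr at 37 °C.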
Luciferase inh – blocks purified firefly luciferase enzyme activity. P08659. purified P. pyralis luciferase, luminescence, biochemical. Potency, µM (top dose mostly 115 µM), for inactives: at the top dose activity change, negative = inhibition, hits mostly inhibitors. 76,000 compounds, 2.5% hits. AID 1347043; further: potency means the concentration at half of the fitted maximal effect; nearly all actives have a fitted effect of over 65% in size
Target sequence (P08659 whole entry, looked up): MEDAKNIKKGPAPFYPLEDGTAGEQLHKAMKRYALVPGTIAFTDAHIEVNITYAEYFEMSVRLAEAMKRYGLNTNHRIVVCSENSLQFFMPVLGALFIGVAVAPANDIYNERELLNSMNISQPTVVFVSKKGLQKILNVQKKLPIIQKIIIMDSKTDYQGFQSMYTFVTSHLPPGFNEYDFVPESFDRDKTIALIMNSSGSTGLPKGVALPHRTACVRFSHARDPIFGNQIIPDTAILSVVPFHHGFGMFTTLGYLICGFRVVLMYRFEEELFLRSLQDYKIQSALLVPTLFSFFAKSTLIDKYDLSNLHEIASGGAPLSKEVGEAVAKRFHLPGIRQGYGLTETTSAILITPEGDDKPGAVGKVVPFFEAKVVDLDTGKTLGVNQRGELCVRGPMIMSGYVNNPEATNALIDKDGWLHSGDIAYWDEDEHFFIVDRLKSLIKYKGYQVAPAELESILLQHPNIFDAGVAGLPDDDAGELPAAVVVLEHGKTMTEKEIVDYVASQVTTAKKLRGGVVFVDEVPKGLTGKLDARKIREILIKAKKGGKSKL
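Inhibitors were tested against purified firefly luciferase in a biochemical, low-substrate format (both substrates at 10uM) and luminescence measured with a CCD imager.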
HEK293 viab – cell viability loss counter-screen. Potency, µM (titrated, usually from 57.1 µM), inactives show at the highest dose activity change, negative = cytotoxicity, usual class: cytotoxic. HEK-293-SNCA-luc viability, GF-AFC fluorescence, 24 h. 150,000 compounds, 0.12% hits;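 further: potency means the concentration at half of the fitted maximal effect; 0% = DMSO-treated cells and -100% = medium-only wells without cells; nearly all actives have a fitted effect of over 30% in size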
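Cytotoxicity counterscreen: after 24 h compound treatment of genome-edited SNCA-luciferase HEK-293 cells, live-cell protease substrate GF-AFC read by fluorescence after 30 min; activity scaled between DMSO (0%) and medium-only (-100%), curves Hill-fitted.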
HEK293 tox – kills HEK 293 cells; HEK 293 viability, ATP luminescence (CellTiter-Glo), 48-72 h; Potency, µM (top dose mostly 115 µM), without a hit: at the highest dose activity change, negative = cytotoxicity, usual class: inhibitors; 94,000 compounds, 6.6% hits; AID 1345083; further: potency means the concentration at half of the fitted maximal effect; nearly all actives have a fitted effect of over 60% in size
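Cytotoxicity was scored by loss of ATP-coupled luminescence (CellTiter-Glo) in HEK 293 cells. Compound treatment ran 48 or 72 hr at 37 degree Celsius, 5% CO2, 95% humidity.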
Starred values were filed as active, the others as inactive; i = inactive; ? = inconclusive; nt = no result given; [ ] = dose if it differs, or a comment. Unless noted, the call rests on the fitted dose curve; in most records, active means well fitted curve in the direction sought with a large enough effect; inconclusive means small, poorly fitted or top-dose-only effect, or another doubt; inactive means no such curve, though single readings can be large; an effect the other way counts as inactive or inconclusive. Unless noted, on the % scale 0 is the no-effect control and ±100 the full control effect. An excerpt, so the mix of outcomes need not match the whole.

SMILES	GPT2 inhibitor	IP6K1 inh	SNCA expr inh	3T3 cytotox	Luciferase inh	HEK293 viab	HEK293 tox
COc1ccccc1Nc1ccnc(N2CCCC(C(=O)NCc3ccc(F)c(F)c3)C2)n1 (centres undefined)	1%	11	-18%	13µM*	nt	-19%[12.5 µM]	?
CCc1noc([C@@H]2CC(F)(F)CN2C(=O)c2ccncc2F)n1	i	-8	7%	0%	-10%	-1%	-9%
O=C(c1ccc2[nH]ccc2c1)N1CCC(Cc2nncn2CC2CC2)C1 (centres undefined)	-5%	-5	-14%	i	1%	8%	1%
O=C(CC1CCCCC1)NCc1nnc2c(-c3nc(C4CC4)no3)cccn12	2%	12	35%[activator]	-9%	-8%	-2%	-13%
Cc1c(C(=O)N(C)C)sc2c1c(=O)n(-c1ccccc1C(F)(F)F)c(=O)n2Cc1ccccc1C#N	nt	-1	31%[activator]	nt	nt	14%	nt
COc1ccccc1CNC(=O)C(Cc1ccccc1)NS(=O)(=O)c1ccc2c(c1)oc(=O)n2C (centres undefined)	nt	-4	17%	nt	nt	-15%	nt
CCOc1cc(C(=O)N2CCC(N3CCN(C)CC3)CC2)ccc1Nc1ncc2c(n1)N(C1CCCC1)c1ccccc1C(=O)N2C	4%	-6	nt	nt	nt	?	nt
COc1ccc(C(=O)N2CCC3(CC2)C(OC)C(=O)N3c2cccc(F)c2)c(OC)c1 (centres undefined)	4%	18	19%	-15%	5%	10%	?
Cc1ccc(CN2c3ccccc3-c3nc(SCC(=O)NCCc4ccccc4)ncc3S2(=O)=O)cc1	nt	10	-13%	nt	nt	?	nt
O=C1[C@@H]2C[C@@H](CN2C(=O)C2CC2)Oc2ccccc2N1Cc1ccccn1	-4%[88.5 µM]	3	-13%[87.6 µM]	i	10%[172 µM]	5%[87.6 µM]	i
COc1ccc(CCC(=O)N2CCC(F)(C(=O)N3CCCC3)CC2)cc1	i	11	6%	-27%	nt	3%	?
CS(=O)(=O)N1CCOC(Cn2ccnc2-c2ccc(CO)o2)C1 (centres undefined)	0%	0	5%	-24%	11%	1%	-16%
O=C(NCc1ccccc1Cl)C1CCN(Cc2ccccc2-c2cccnc2)CC1	i	6	6%	?	nt	7%[12.5 µM]	?
CC(C)CN1C(=O)CO[C@H](c2ccc(NS(=O)(=O)c3cccc(F)c3)cc2)[C@H]1CO	i	16	-3%	?	2%	-6%	?
CN(C)c1ccc(CN2CCOC[C@H]2c2nc(C(C)(C)C)co2)cc1	-2%[88.5 µM]	14	-20%[87.6 µM]	-3%[138 µM]	0%[172 µM]	2%[87.6 µM]	-16%[172 µM]

One compound at a time, as listed above. Screens in order: GPT2 inhibitor	IP6K1 inh	SNCA expr inh	3T3 cytotox	Luciferase inh	HEK293 viab	HEK293 tox
Shown for COc1ccccc1Nc1ccnc(N2CCCC(C(=O)NCc3ccc(F)c(F)c3)C2)n1 (centres undefined) : 1%	11	-18%	13µM*	nt	-19%[12.5 µM]	?
Shown for O=C(CC1CCCCC1)NCc1nnc2c(-c3nc(C4CC4)no3)cccn12 : 2%	12	35%[activator]	-9%	-8%	-2%	-13%
Shown for Cc1ccc(CN2c3ccccc3-c3nc(SCC(=O)NCCc4ccccc4)ncc3S2(=O)=O)cc1 : nt	10	-13%	nt	nt	?	nt

Copied from the list.
CS(=O)(=O)N1CCOC(Cn2ccnc2-c2ccc(CO)o2)C1 (centres undefined) in GPT2 inhibitor reads 0%
O=C(c1ccc2[nH]ccc2c1)N1CCC(Cc2nncn2CC2CC2)C1 (centres undefined) in GPT2 inhibitor reads -5%

Going on with the list.
SMILES	GPT2 inhibitor	IP6K1 inh	SNCA expr inh	3T3 cytotox	Luciferase inh	HEK293 viab	HEK293 tox
CCOC(=O)c1cc2c(=O)n3ccccc3nc2n(CCOC)c1=NC(=O)c1cc2ccccc2o1	nt	-13	-1%	nt	nt	2%	nt
Cc1ccccc1C(=O)N1CCC2(CCN(Cc3cnc[nH]3)CC2)C(CO)C1 (centres undefined)	-5%[11.5 µM]	8	-14%	-2%	10%	4%	i
CC(=O)c1ccc(N2CCN(c3ncnc4onc(C)c34)CC2)cc1	nt	13	?	nt	nt	-4%	nt
Cc1cc(C(=O)N2CCC3(CC2)N=C(CC(C)C)NC3=O)n(C)n1	-5%	6	-16%	-7%	8%	4%	-1%
O=C(C1CCN(S(=O)(=O)c2ccc(Br)s2)CC1)N1CCN(c2cccc(Cl)c2)CC1	nt	-4	9%	nt	nt	-7%	nt
COc1ccc(N2C(=O)CSC23CCN(C(=O)Nc2ccccc2)CC3)cc1	-5%	-1	-3%	?	?	-3%	1%
O=C(Cc1ccccc1Cl)NC1CCN(c2cc(C(F)(F)F)ncn2)CC1	i	-14	-27%	-41%	-3%	3%	?
Cc1nn(-c2ccccc2)c2c1C(C(C)C)N(C1CCN(C(=O)c3ccc(F)cc3)CC1)C2=O (centres undefined)	nt	11	nt	?	nt	nt	35µM*
CCN1C(=O)CCN(S(=O)(=O)c2ccc3c(c2)CCC3)CC12CCOCC2	-14%	4	-2%	-23%	2%	5%	-6%
CCCN(Cc1nccn1C)C(=O)CC1C(=O)NCCN1CC1CCCCC1 (centres undefined)	-9%	6	5%	-7%	-5%	-9%	-4%
CNC(=O)N1CCc2c(sc3ncnc(NCCCOC)c23)C1	?	2	?	-30%	-5%	2%	-1%
CCN(CC)C(=O)C1CCCN(c2ncnc3c2nc2n3CCCCC2)C1 (centres undefined)	nt	15	?	nt	nt	-13%	nt
Cc1nc2c(C(=O)NCCc3ccc(Cl)cc3)cnn2c(C)c1Cc1ccc(F)cc1	nt	-3	-19%	nt	nt	-19%	nt
CSCC(=O)N[C@H]1CCN2C(=O)c3cc(-c4ccc(SC)cc4)ccc3NC(=O)[C@H]12	i	20	72%[activator]	-17%	13µM*	-7%	-8%
CCOC(=O)N1CCc2c(sc3c2c(=O)n(Cc2ccccc2)c(=O)n3CC(=O)Nc2cccc(CC)c2)C1	nt	18	15%	nt	nt	-6%	nt
CC(=O)NCCC1CCCN(Cc2oc3ccc(C)cc3c2C)C1 (centres undefined)	5%	-9	23%	0%	-5%	-4%	-5%
COc1c(F)cccc1CN1CCOc2cc([S+](N)(=O)[O-])ccc2C1	4%[88.5 µM]	1	4%[87.6 µM]	-24%[138 µM]	-13%[172 µM]	6%[87.6 µM]	?
CN(Cc1ccc(F)cc1)c1ccc2ncc(Nc3cccc(N[S+](C)(=O)[O-])c3)n2n1	-9%	-21	-20%	32µM*	13%	13%	35µM*
C[C@@H]1CN(C(=O)C2(N3C[C@@H](C)O[C@@H](C)C3)Cc3ccccc3C2)C[C@H](C)O1	i	-2	6%	3%	-9%	10%	-22%
CCC(C)NC(=O)CN1CN(c2ccccc2)C2(CCN(C(=O)c3ccccc3OC)CC2)C1=O (centres undefined)	i	-1	0%	2%	6%	-6%	?
O=C(NCCc1ccccc1)c1ccc2nnc(-c3ccc(F)cc3)n2c1	5%	0	7%	?	nt	-14%	-24%
CC(=O)N1CCCc2cc(S(=O)(=O)N(C)CC(=O)Nc3ccc(C)cc3C)ccc21	nt	21	33%[activator]	nt	nt	2%	nt
CCOC(=O)C1CCN(C(=O)c2nc3sccn3c2-c2ccc(OC)cc2)CC1	i	16	-7%[87.6 µM]	-23%[138 µM]	nt	?	3%[172 µM]
COc1ccc(N2C(=O)[C@@H]3[C@@H](CCN3C(=O)C(C)(C)C)N(Cc3ccccc3)C2=O)cc1	-8%[88.5 µM]	0	4%[87.6 µM]	?	14%[172 µM]	-20%[87.6 µM]	-11%[172 µM]
CN1CC2(CCN(C3CCN(CCc4ccccc4)CC3)C2)OC1=O (centres undefined)	0%	-1	12%	-3%	-2%	-14%	1%
O=C1NCCN2CC3(CCN(C(=O)COc4ccc(F)cc4)CC3)CC12 (centres undefined)	i	9	15%	-17%	2%	3%	3%
O=C1NC2(CCN(Cc3ccccc3)CC2)COc2ccccc21	i	19	-19%[87.6 µM]	?	3%[172 µM]	5%[87.6 µM]	?
CN(C)[C@@H]1CN(C2CCOCC2)CC[C@@H]1CO	-1%	29	10%	-6%	12%	2%[12.5 µM]	-10%
O=C(NCc1cccc(C(F)(F)F)c1)c1nc2cccnc2n(CCc2ccccc2)c1=O	3%	-5	2%	-24%	nt	-2%[12.5 µM]	-14%
O=C(C1CCCC1)N1CC2(CCN(Cc3ccccn3)C2)Cc2ccccc21 (centres undefined)	-13%	5	-3%	?	nt	-24%	?
CCN(C(=O)CCc1nc(-c2ccc(C)cc2)no1)c1cccc(C(F)(F)F)c1	nt	-1	18%	nt	nt	3%	nt
O=C(Nc1cc(Cl)ccc1Cl)c1cc(S(=O)(=O)N2CCCc3ccccc32)ccc1F	nt	-30*	42%[activator]	nt	nt	13%	nt
Cc1ccc(NC(=O)Cn2c(=O)oc3cc(S(=O)(=O)N4CCCC4)ccc32)cc1F	nt	0	10%	nt	nt	10%	nt
Cc1ccc(-n2c(SCC(=O)NCc3ccccc3)nc3n[nH]c(C)c3c2=N)cc1Cl	nt	-1	8%	nt	nt	7%	nt
C=C(C)CNc1ccc(C(=O)N(CC)Cc2nccn2C)cn1	-8%	16	-10%	-3%	-6%	1%	-2%
Cc1ccccc1-c1nc(Cn2ccnc2C(C)C)c(C)o1	1%	-5	-16%	?	2%	3%	28µM*
CC(C)n1cc(CN2CCCN(S(=O)(=O)c3ccccc3)CCC(=O)NCC2)c2ccccc21	i	5	-2%	?	-3%	0%	?
O=C(Nc1ccccc1C(F)(F)F)c1cc2nc(-c3ccccc3)cc(-c3ccccc3)n2n1	nt	0	-9%	nt	nt	-12%	nt
COC(=O)c1cc(NC(=O)CCc2c(C)nc3c(c(C)nn3C(C)(C)C)c2C)cc(C(=O)OC)c1	nt	18	19%	nt	nt	12%	nt
CC(=O)N(C1CC1)C1CCOC2(CCN(C(=O)c3n[nH]c4ccccc34)CC2)C1 (centres undefined)	i	-6	6%	0%	6%	0%	-5%
CCNC(=O)C1C(c2cccc(NC(=O)Cc3ccccc3)c2)OC(=O)N1Cc1ccc(C)cc1 (centres undefined)	0%	8	-10%	-28%	-21%	-9%	?
COc1cccc(CN2CCOC3CCN(Cc4ccc(C#N)cc4)CC3C2=O)c1 (centres undefined)	-7%[88.5 µM]	-6	-16%[87.6 µM]	-20%[138 µM]	-8%[172 µM]	-1%[87.6 µM]	?
O=C(NCc1ccc2c(c1)OCO2)C1CCCN1c1nc2ncccc2o1 (centres undefined)	i	-8	-2%	5%	3%	2%	i
O=C(NCCc1ccccc1F)c1ccc2nnc(Cc3ccc(Cl)cc3)n2c1	i	2	67%[activator]	?	nt	-16%	?
